Screening results from PubChem BioAssay.
KB-3-1 tox – KB-3-1 parental cell cytotoxicity; KB-3-1 viability, CellTiter-Glo ATP luminescence, 72 h; AID 1347075; Potency, µM (series often up to 46.1 µM), inactives show at the highest dose activity change, negative = cytotoxic, hits mostly cytotoxic; 400,000 tested, 1.4% active; also: potency is read from the fitted curve at half-maximal effect; % is scaled to controls: 0 for no effect and ±100 for the full control effect; nearly all actives have a fitted effect of over 60% in size
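KB-3-1 parental drug-naive adenocarcinoma cells in DMEM/10% FBS, incubated 72 h at 37 C with pin-transferred compounds across a concentration series. Viability by CellTiter-Glo luminescence; concentration-response curves fitted after normalization.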
HT1080-NT tox – kills 2HG-producing HT-1080-NT fibrosarcoma cells. HT-1080-NT fibrosarcoma viability, CellTiter-Glo ATP luminescence, 48 h. AID 686970. Potency, µM (highest dose often 46.1 µM), without a hit: top-dose activity, negative = less viability, most hits filed as cytotoxic. 360,000 tested, 1.6% active;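 also: NT is the 2HG producing partner of a matched IDH1 knockdown line; potency is read from the fitted curve at half-maximal effect; 0% = DMSO-treated cells and -100% = media-only wells without cells; nearly all actives have a fitted effect of over 55% in size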
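Viability of the 2HG-overproducing fibrosarcoma line after 48 hours of compound exposure at 37 degrees C was determined by luminescence with CellTiter-Glo, and concentration-effect curves were then fitted and categorized.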
IL-1B inflam inh – inflammasome signaling inhibition, IL-1 beta readout | THP-1 LPS/ATP IL-1B secretion, AlphaLISA, 16 h; active compounds read low | activity change, % at 57.5 µM | 360,000 tested, 4.7% active; in the data active = activity change below about -50%; inconclusive = mostly about -30% to -49%; also: % is scaled to controls: 0 for no effect and ±100 for the full control effect
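Secreted IL-1B measured by AlphaLISA bead assay after 16 h compound exposure of THP-1 cells; compounds (final up to 57.5 uM) added 1 h before LPS (250 ng/mL) and ATP (1.25 mM) stimulation; lower signal means less secretion.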
DRD3 agonist – D3 dopamine receptor (human) agonism; D3R DiscoveRx beta-arrestin cells, luminescence, 90 min; 410,000 tested, 0.58% active; max activation, %; P35462; in the data active = max activation above about 30%; also: 0% is about no effect; mostly tested at two doses, the higher about 12 µM
Target sequence (P35462 whole entry, looked up): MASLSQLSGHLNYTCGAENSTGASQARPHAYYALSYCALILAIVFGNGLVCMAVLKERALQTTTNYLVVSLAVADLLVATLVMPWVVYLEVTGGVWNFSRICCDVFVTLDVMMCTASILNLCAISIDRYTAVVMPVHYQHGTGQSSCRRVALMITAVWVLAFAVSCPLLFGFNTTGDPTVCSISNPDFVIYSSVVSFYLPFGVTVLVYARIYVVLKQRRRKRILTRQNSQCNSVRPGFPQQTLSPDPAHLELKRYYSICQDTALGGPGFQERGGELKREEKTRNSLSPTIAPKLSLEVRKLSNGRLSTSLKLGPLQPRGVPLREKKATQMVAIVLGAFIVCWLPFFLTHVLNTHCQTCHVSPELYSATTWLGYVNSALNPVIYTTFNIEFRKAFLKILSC
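Agonist mode: compounds and dopamine controls were applied to plated cells for 90 min at 37 degrees C after an overnight attachment at 1500 cells/well. Luminescent read-out followed 30 - 60 minutes at room temperature with DiscoveRx detection reagent.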
MCF10A rerep – inducers of DNA re-replication in MCF 10A breast cells. AID 624296. MCF 10A DNA re-replication, Hoechst nuclear intensity, 48 h. 350,000 tested, 2.9% active. Potency, µM (top dose mostly 46.1 µM), without a hit: at the top dose activity, positive = re-replication, actives largely listed as activators; also: potency is read from the fitted curve at half-maximal effect; % of control where 0% means no effect; nearly all actives have a fitted effect of over 50% in size
HT1080 IDH1KD tx – HT-1080 IDH1 knockdown cell toxicity (counter line). HT-1080 IDH1 knockdown viability, ATP luminescence, 48 h. Potency, µM (doses to about 46.1 µM), inactives show at the highest dose activity, negative = toxicity, usual class: cytotoxic. 360,000 tested, 2% active. AID 686971;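 also: potency is read from the fitted curve at half-maximal effect; 0% = DMSO wells and -100% = cell-free medium wells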
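CellTiter-Glo luminescence after 48 h compound exposure at 37 degrees C of IDH1-knockdown HT-1080 cells in 5% FBS RPMI. %Activity scaled between DMSO wells and cell-free media wells, with curves fitted and assigned curve classes.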
HEK293 tox – cytotoxic in the GLP-1 receptor inverse agonist counter-screen. 410,000 tested, 0.13% active. Potency, µM (doses to about 38.3 µM), for inactives: at the top dose activity change, negative = inhibition, usual class: inhibitors. AID 624418. HEK293 cAMP-luciferase reporter cells, luminescence, 24 h;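 also: loss of luciferase light is scored as toxicity; potency is read from the fitted curve at half-maximal effect; % is scaled to controls: 0 for no effect and ±100 for the full control effect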
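Compound-treated cells are incubated 24 hr at 37 deg C under 5% CO2 after a 12 hour attachment period, then luciferase detection reagent is added and luminescence is measured following 12 min at room temperature; lowered signal indicates toxicity.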
SW480 rereplic – DNA re-replication induction in SW480 cells | SW480 DNA re-replication, Hoechst DNA content imaging, 48 h | Potency, µM (series often up to 46.1 µM), for inactives: at the highest dose re-replication activation, actives largely listed as activators | AID 624297 | 340,000 tested, 1.8% active; also: potency is read from the fitted curve at half-maximal effect; % of control where 0% means no effect; nearly all actives have a fitted effect of over 55% in size
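SW480 cells exposed to compounds for 48 hr at 37 C, 5% CO2, then Hoechst-stained 40 min. Nuclear DNA content imaged by fluorescence scanning (405 nm excitation, 500-530 nm emission); re-replication scored as increased high-intensity nuclei.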
KB-V1 cytotox – KB-V1 MDR subline cytotoxicity | KB-V1 MDR cells viability, CellTiter-Glo, 72 h | AID 1347076 | 400,000 tested, 3.4% active | Potency, µM (titrated, usually from 46.1 µM), inactives show at the top dose activity change, negative = cytotoxicity, most hits filed as cytotoxic; also: potency is read from the fitted curve at half-maximal effect; % is scaled to controls: 0 for no effect and ±100 for the full control effect; nearly all actives have a fitted effect of over 60% in size
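Cytotoxicity toward P-gp-expressing KB-V1 cells was determined as loss of CellTiter-Glo luminescence after 72 h at 37 degrees C. Compounds were tested in quantitative HTS format across a concentration range, with curves fitted to normalized data.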
* marks the source's active call; other numbers are inactive results; [ ] = another dose, or the depositor's remark. Unless noted, calls follow the shape of the dose curve; as a rule, active = well fitted curve in the direction sought with a large enough effect; inconclusive = small, poorly fitted or top-dose-only effect, or another doubt; inactive = no such curve, though single readings can be large; an effect the other way counts as inactive or inconclusive.

CCc1ccc(CNC(=O)c2cc3c(s2)-c2ccccc2OC3)cc1 was read as KB-3-1 tox 15µM*, DRD3 agonist -2, HEK293 tox 0% and KB-V1 cytotox inconclusive.
Screening CCN1CCN(C(=O)NC(c2ccc(C)c(F)c2)C(Cl)Cl)CC1 (stereo not drawn) returned KB-3-1 tox -1%, HT1080-NT tox -19%, IL-1B inflam inh 2, DRD3 agonist -19, MCF10A rerep 0%, HT1080 IDH1KD tx 4%, HEK293 tox 6%, SW480 rereplic 4% and KB-V1 cytotox -16%.
`CC1CCCN(C(=O)COC(=O)Cc2c[nH]c3ccccc23)C1` (stereo not drawn) gave KB-3-1 tox 3%, HT1080-NT tox -1%[9.24 µM], IL-1B inflam inh 5, DRD3 agonist 2, MCF10A rerep 3%, HT1080 IDH1KD tx -2%, HEK293 tox 6%, SW480 rereplic inconclusive and KB-V1 cytotox 0%.
For Cc1ccc(NC(=O)C2CCCN(c3ncnc4c3nc3n4CCCCC3)C2)nc1 (stereo not drawn) the results were KB-3-1 tox -28%, HT1080-NT tox 1%, IL-1B inflam inh 25, DRD3 agonist -9, MCF10A rerep 5%, HT1080 IDH1KD tx -14%, HEK293 tox -11%, SW480 rereplic -1% and KB-V1 cytotox -9%.
Screening CCCCN(C(=O)Cc1cccc(F)c1)c1c(N)n(CCC)c(=O)[nH]c1=O returned KB-3-1 tox 8%, HT1080-NT tox 15%, IL-1B inflam inh -1, DRD3 agonist 4, MCF10A rerep -1%, HT1080 IDH1KD tx 29%, HEK293 tox 2%, SW480 rereplic 0% and KB-V1 cytotox 21%.
Screening NCCCC[C@H]1CN=C(N)N1CCCCC1CCCCC1 returned KB-3-1 tox -11%, HT1080-NT tox 15%, IL-1B inflam inh -64*, DRD3 agonist -60, MCF10A rerep 5%, HT1080 IDH1KD tx -7%, HEK293 tox 0%, SW480 rereplic -5% and KB-V1 cytotox -9%.
Screening COc1ccc(C(c2nnnn2Cc2cccs2)N2CCN(c3ccccc3F)CC2)cc1OC (stereo not drawn) returned KB-3-1 tox -3%, HT1080-NT tox -15%, IL-1B inflam inh -11, DRD3 agonist 0, MCF10A rerep -6%, HT1080 IDH1KD tx -16%, HEK293 tox 17%, SW480 rereplic inconclusive and KB-V1 cytotox inconclusive.
For CC1=Nn2c(nc3sc4c(c3c2=O)CCCC4)SC1 the results were KB-3-1 tox 1%, HT1080-NT tox -1%, IL-1B inflam inh -6, DRD3 agonist 0, MCF10A rerep 2%, HT1080 IDH1KD tx 0%, HEK293 tox 13%, SW480 rereplic -1% and KB-V1 cytotox 7%.
Cc1ccc2nc(SCC(=O)Nc3cc(C(F)(F)F)ccc3N3CCOCC3)[nH]c2c1 was read as KB-3-1 tox 0.82µM*, HT1080-NT tox inconclusive, IL-1B inflam inh 29, DRD3 agonist -3, MCF10A rerep 0.58µM*, HT1080 IDH1KD tx 1µM*, HEK293 tox inconclusive, SW480 rereplic 5.2µM* and KB-V1 cytotox inconclusive.
For O=C(/C=C/c1cccs1)Nc1ccc([N+](=O)[O-])cc1 the results were KB-3-1 tox 0%, HT1080-NT tox 0%, IL-1B inflam inh -13, DRD3 agonist -16, MCF10A rerep -1%, HT1080 IDH1KD tx -2%, HEK293 tox 0% and KB-V1 cytotox inconclusive.
`CCCNC(=O)c1cc(SC)ccc1Cl` gave KB-3-1 tox 0%, HT1080-NT tox -1%, IL-1B inflam inh -21, DRD3 agonist 0, MCF10A rerep 0%, HT1080 IDH1KD tx 2%, HEK293 tox 3%, SW480 rereplic -2% and KB-V1 cytotox 4%.
CCc1nnc(NC(=O)CSc2nnc(Cc3ccccc3)o2)s1 was read as KB-3-1 tox 0%, HT1080-NT tox inconclusive, IL-1B inflam inh 32, DRD3 agonist 10, MCF10A rerep 1%, HT1080 IDH1KD tx -4%[9.24 µM], HEK293 tox -9%, SW480 rereplic 1% and KB-V1 cytotox 1%.
Screening CC/C(=N\O)c1c(O)c2c(n(-c3ccccc3)c1=O)CCCC2 returned KB-3-1 tox -4%, HT1080-NT tox 7%, IL-1B inflam inh 0, DRD3 agonist 2, MCF10A rerep -44%[inhibitor], HT1080 IDH1KD tx 0%, HEK293 tox 3%, SW480 rereplic -17% and KB-V1 cytotox inconclusive.
CCc1nc2ccc(C(=O)NCCOc3ccc(OC)cc3)cn2c1N(CC)CCN(C)C was read as KB-3-1 tox 0%, HT1080-NT tox 0%, IL-1B inflam inh -24, DRD3 agonist -5, HT1080 IDH1KD tx -3%, HEK293 tox 0% and KB-V1 cytotox 2%.
Clc1ccc(C2CC(c3ccco3)n3ncnc3N2)cc1Cl (stereo not drawn) was read as KB-3-1 tox -2%, HT1080-NT tox -18%, IL-1B inflam inh 6, DRD3 agonist 2, MCF10A rerep -10%, HT1080 IDH1KD tx -17%, HEK293 tox -16%, SW480 rereplic 1%[9.22 µM] and KB-V1 cytotox -21%.
`Cc1ccccc1OCC(=O)Nc1ccc([N+](=O)[O-])cc1` gave KB-3-1 tox -13%, HT1080-NT tox -1%, IL-1B inflam inh -4, DRD3 agonist -9, MCF10A rerep 3%, HT1080 IDH1KD tx inconclusive, HEK293 tox -27%, SW480 rereplic 11% and KB-V1 cytotox -20%.
For CCNC(=O)CCSc1nnc(-c2ccc(O)cc2)o1 the results were KB-3-1 tox 11%, DRD3 agonist -7, HEK293 tox 2% and KB-V1 cytotox -6%.
Screening CC1CCCCC12NC(=O)N(CC(=O)c1ccc(Cl)s1)C2=O (stereo not drawn) returned KB-3-1 tox -4%, HT1080-NT tox 2%, IL-1B inflam inh -5, DRD3 agonist 3, MCF10A rerep -5%, HT1080 IDH1KD tx -4%, HEK293 tox 1%, SW480 rereplic inconclusive and KB-V1 cytotox -1%.
`CCOC(=O)C1(Cc2ccccc2)CCN(Cc2cnn(CC)c2)CC1` gave KB-3-1 tox 3%, HT1080-NT tox 0%, IL-1B inflam inh 14, DRD3 agonist -15, MCF10A rerep 2%, HT1080 IDH1KD tx 1%, HEK293 tox -6%, SW480 rereplic -1% and KB-V1 cytotox -6%.
Screening COc1c(C=O)c(CCN(C)C(=O)c2ccc(F)cc2)cc2c1OCO2 returned KB-3-1 tox -15%, HT1080-NT tox 23%, IL-1B inflam inh -7, DRD3 agonist 5, MCF10A rerep 2%, HT1080 IDH1KD tx 3%, HEK293 tox -5%, SW480 rereplic -19% and KB-V1 cytotox 1%.
`CN1CCN(C(=O)c2ccc3c(=O)n(-c4ccc(F)cc4)c(=S)[nH]c3c2)CC1` gave KB-3-1 tox 22%, HT1080-NT tox -13%, IL-1B inflam inh 24, DRD3 agonist 3, MCF10A rerep 4%, HT1080 IDH1KD tx -2%, HEK293 tox -3%[7.66 µM], SW480 rereplic 0% and KB-V1 cytotox -3%.
O=C(N/N=C/C=C/c1ccccc1)NC1CCCCC1 was read as KB-3-1 tox -2%, HT1080-NT tox -4%, IL-1B inflam inh -23, DRD3 agonist 9, MCF10A rerep 27%, HT1080 IDH1KD tx -5%, HEK293 tox 10%, SW480 rereplic 21% and KB-V1 cytotox -1%.
`O=C(Nc1ccccc1C(=O)N1CCOCC1)C1CC(=O)N(c2ccc(F)cc2)C1` (stereo not drawn) gave KB-3-1 tox -1%, HT1080-NT tox 9%, IL-1B inflam inh -3, DRD3 agonist 4, MCF10A rerep -4%, HT1080 IDH1KD tx 5%, HEK293 tox -23%, SW480 rereplic 3% and KB-V1 cytotox 20%.
Screening N=c1oc2ccccc2cc1-c1nc(-c2ccc(Cl)cc2)cs1 returned KB-3-1 tox 12%, HT1080-NT tox 9%, IL-1B inflam inh -21, DRD3 agonist 7, MCF10A rerep inconclusive, HT1080 IDH1KD tx 4%, HEK293 tox 1%, SW480 rereplic 9% and KB-V1 cytotox 1%.
`COc1ccc(OC)c(-n2c(=O)c3ccccc3c3ccccc3c2=O)c1` gave KB-3-1 tox 2%, HT1080-NT tox -11%, IL-1B inflam inh -89*, DRD3 agonist 17, MCF10A rerep inconclusive, HT1080 IDH1KD tx 1%, HEK293 tox -10%, SW480 rereplic inconclusive and KB-V1 cytotox -24%.
For COCCCNC(=O)c1ccc(N(C)S(=O)(=O)c2ccc(OC)cc2)cc1 the results were KB-3-1 tox 10%, HT1080-NT tox 1%, IL-1B inflam inh -4, DRD3 agonist 1, MCF10A rerep -11%, HT1080 IDH1KD tx 5%, HEK293 tox 10%, SW480 rereplic -6% and KB-V1 cytotox -5%.
For CC(C)c1ccc[n+](-c2nc([O-])sc2C=O)c1 the results were KB-3-1 tox -1%, HT1080-NT tox 17%, IL-1B inflam inh -20, DRD3 agonist 5, MCF10A rerep -1%, HT1080 IDH1KD tx 10%, HEK293 tox 4%, SW480 rereplic -13% and KB-V1 cytotox 0%.

In the list so far, these have a nitro group on carbon.
For O=C(/C=C/c1cccs1)Nc1ccc([N+](=O)[O-])cc1 the results were KB-3-1 tox 0%, HT1080-NT tox 0%, IL-1B inflam inh -13, DRD3 agonist -16, MCF10A rerep -1%, HT1080 IDH1KD tx -2%, HEK293 tox 0% and KB-V1 cytotox inconclusive.
`Cc1ccccc1OCC(=O)Nc1ccc([N+](=O)[O-])cc1` gave KB-3-1 tox -13%, HT1080-NT tox -1%, IL-1B inflam inh -4, DRD3 agonist -9, MCF10A rerep 3%, HT1080 IDH1KD tx inconclusive, HEK293 tox -27%, SW480 rereplic 11% and KB-V1 cytotox -20%.
